Screens deposited in PubChem BioAssay by National Center for Advancing Translational Sciences (NCATS).
ELG1 DNA repair – inhibitors of ELG1-dependent DNA repair in HEK293T cells | HEK293T ELG1-luciferase reporter, luminescence, 16 h; DNA damage induced by 5-fluorouridine | Potency, µM (series often up to 46.1 µM), for the others: at the top dose activity change, negative = inhibition, most hits filed as inhibitors | hit rate 2.3% among 330,000 | AID 504467; note: potency is the fitted concentration of half-maximal effect; % is set by controls: 0 for no effect and ±100 for the full control effect; nearly all actives have a fitted effect of over 55% in size
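Overnight (16 hr) co-exposure of 2,000 cells/well to 5-fluorouridine and compound at 37 °C preceded detection. Luciferase was quantified via ONE-Glo luminescence; loss of signal denotes inhibition.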
B2AR arrestin – beta2AR (human) beta-arrestin recruitment activity | Potency, µM (top dose mostly 46.1 µM), without a hit: top-dose activation, actives largely listed as activators | beta-arrestin recruitment to beta2AR, cell-based reporter | hit rate 0.02% among 330,000 | P07550;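 note: potency is the fitted concentration of half-maximal effect; 0% = DMSO controls and full agonism = EC100 isoproterenol or metaproterenol; nearly all actives have a fitted effect of over 65% in size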
Target sequence (P07550 whole entry, looked up): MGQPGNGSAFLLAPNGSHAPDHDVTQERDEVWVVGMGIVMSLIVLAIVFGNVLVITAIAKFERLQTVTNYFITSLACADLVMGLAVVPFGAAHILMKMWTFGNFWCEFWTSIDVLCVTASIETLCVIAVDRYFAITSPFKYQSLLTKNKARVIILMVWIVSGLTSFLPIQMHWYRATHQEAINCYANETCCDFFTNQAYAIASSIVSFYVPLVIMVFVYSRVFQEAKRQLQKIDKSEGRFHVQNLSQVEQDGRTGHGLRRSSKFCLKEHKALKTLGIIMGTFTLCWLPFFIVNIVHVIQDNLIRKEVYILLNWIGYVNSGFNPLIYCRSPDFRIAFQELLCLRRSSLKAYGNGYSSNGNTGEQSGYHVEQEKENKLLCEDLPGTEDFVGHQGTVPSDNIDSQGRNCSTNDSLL
USP2a block – USP2a (human) protease inhibition; O75604; USP2 core, Ub-CHOP2 coupled fluorogenic reporter, 485/531; Potency, µM (titrated, usually from 38.3 µM), without a hit: at the top dose activity change, negative = inhibition, actives largely listed as inhibitors; hit rate 0.01% among 330,000; AID 463254;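 note: potency is the fitted concentration of half-maximal effect; plate controls were DMSO wells for no effect and full inhibition by NEM control for full effect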
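Cell-free coupled assay: 10nM USP2 core preincubated 30min RT with compound in Tris-HCl pH 8.0/CaCl2/CHAPS buffer, then 25nM Ub-CHOP2 and 25nM reporter substrate; fluorescence (Ex 485/Em 531) read after 60min RT, normalized to NEM inhibition, concentration-response curves fitted.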
Tb PFK inh – inhibitors of T. brucei phosphofructokinase. O15648. T. brucei PFK, ADP-Glo luminescence. Potency, µM (highest dose often 57.5 µM), for the others: top-dose activity, negative = inhibition, most hits filed as inhibitors. hit rate 0.17% among 330,000;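 note: potency is the fitted concentration of half-maximal effect; 0% = uninhibited 1x PFK enzyme wells and -100% = no-enzyme wells; nearly all actives have a fitted effect of over 60% in size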
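1.25 nM PFK with 0.5 mM F6P and 0.1 mM ATP in 0.1 M TEA pH 8.0, 5 mM MgCl2, incubated 45 min at room temperature; ADP measured by ADP-Glo luminescence; compounds titrated up to 57 uM.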
uPA surface inh – inhibitors of cell surface uPA generation; cell surface uPA generation assay, qHTS; Potency, µM (doses to about 38.3 µM), without a hit: at the highest dose activity change, negative = inhibition, hits mostly inhibitors; hit rate 0.31% among 330,000; active = well fitted inhibition curve with a large enough effect; inconclusive = small, poorly fitted or top-dose-only effect; inactive = no such curve, though single readings can be large or run the other way; tested in mouse RAW 264.7 cells; note: potency is the fitted concentration of half-maximal effect; % is set by controls: 0 for no effect and ±100 for the full control effect; nearly all actives have a fitted effect of over 55% in size
BCR signal inh – blocks chronic active B-cell receptor signaling; ABC-DLBCL IkBa-CBG/CBR reporter, luminescence ratio, 4 h; Potency, µM (top dose mostly 46.1 µM), without a hit: top-dose ratio change, negative = lower green/red ratio, actives largely listed as inhibitors; hit rate 0.05% among 340,000; AID 493014; active = well fitted inhibition curve with a large enough effect in the signal ratio, with a control signal flat, not every such curve was filed as active; inconclusive = small, poorly fitted or top-dose-only effect, or effect the other way, or a change in a side signal; the % refers to the signal ratio;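 note: potency is the fitted concentration of half-maximal effect; plate controls were basal doxycycline-induced cells for no effect and cells given 10 µM MG132 for full effect; MG132 reads +100%, hits lower the ratio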
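Concentration-response series (up to 46 uM) were applied to TMD8 dual-reporter cells for 4 h at 37C with doxycycline. Green/red ratio, after filter-overlap correction, defined %Activity; red signal alone was normalised to basal cells and zero luminescence.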
TCR act – activators of T cell receptors; 330,000 tested, under 10 active; Potency, µM (series often up to 9.22 µM), for the others: top-dose activation of IL-2 secretion, actives largely listed as activators; AID 504894; primary human leukocytes, anti-CD3, IL-2 HTRF, 48 h; note: % of control where 0% means no effect
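Readout: HTRF IL-2, Eu-cryptate/d2 antibody pair, 320nm excitation, 665nm emission. Stimulus: a-CD3 beads, no co-stimulation. Cells: primary human leukocytes. Exposure: 48 hr with compound.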
Eya2 phos inh – blocks the phosphatase activity of human Eya2; hit rate 0.006% among 330,000; recombinant Eya2, OMFP fluorescence dephosphorylation (OMFP is methylfluorescein phosphate); Potency, µM (titrated, usually from 76.9 µM), inactives show at the top dose activity, negative = inhibition, actives largely listed as inhibitors; AID 488837; note: potency is the fitted concentration of half-maximal effect; % is set by controls: 0 for no effect and ±100 for the full control effect
Target sequence (O00167 whole entry, looked up): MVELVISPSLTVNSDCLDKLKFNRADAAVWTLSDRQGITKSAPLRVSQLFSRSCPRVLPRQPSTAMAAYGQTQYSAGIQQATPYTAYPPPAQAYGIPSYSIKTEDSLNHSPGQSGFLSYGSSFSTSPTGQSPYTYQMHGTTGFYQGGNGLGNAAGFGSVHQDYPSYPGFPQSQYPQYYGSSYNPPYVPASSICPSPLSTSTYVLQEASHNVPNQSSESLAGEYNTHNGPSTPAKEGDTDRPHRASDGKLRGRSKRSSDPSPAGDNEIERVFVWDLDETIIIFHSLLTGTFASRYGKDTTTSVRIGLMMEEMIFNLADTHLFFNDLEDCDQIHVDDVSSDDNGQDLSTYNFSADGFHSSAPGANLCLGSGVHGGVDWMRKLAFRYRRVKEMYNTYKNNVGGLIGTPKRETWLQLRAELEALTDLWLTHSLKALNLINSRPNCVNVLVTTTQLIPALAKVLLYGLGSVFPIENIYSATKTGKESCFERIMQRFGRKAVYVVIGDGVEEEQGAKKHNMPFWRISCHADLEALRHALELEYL
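Eya2 protein (added as 0.2 uM solution) was preincubated with compound for 10 min at ambient temperature in 50 mM HEPES pH 7.5, 50 mM NaCl, 5 uM MgCl2, 0.05% BSA, 1 mM DTT. OMFP (added at 50 uM) then reacted 10 min; fluorescence read at 485/525 nm.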
TSHR antagonist – human thyrotropin receptor antagonism. P16473. TSHR-expressing cells, TSH-stimulated cAMP HTRF, 2 h; stronger effect = lower value. activity change, negative = inhibition, % at 11.5 µM. hit rate 0.2% among 330,000;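 active = activity change below a set negative limit, meaning inhibition stronger than a set level, cut at about -70% in these data; inconclusive = activity change between two set negative limits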; note: % is set by controls: 0 for no effect and ±100 for the full control effect
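Antagonism was scored as loss of TSH-driven cAMP in TSHR cells, stimulated with 4nM TSH (EC80) for 2 hours at 37 deg C and detected by homogeneous HTRF competition immunoassay.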
PTAP TSG101 blk – blocks PTAP/TSG101 interaction to inhibit HIV-1 budding | Fluorescence polarization, FITC-PTAP peptide / Tsg101 binding | Q99816 | Potency, µM (top dose mostly 115 µM), without a hit: at the highest dose activity change, negative = inhibition, actives largely listed as inhibitors | 340,000 tested, under 10 active; active = well fitted inhibition curve with a large enough effect in the main read-out, with a control signal flat, not every such curve was filed as active; inconclusive = small, poorly fitted or top-dose-only effect, or effect the other way, or a change in a side signal; inactive = no such curve, though single readings can be large or run the other way; note: potency is the fitted concentration of half-maximal effect; % of control where 0% means no effect
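Compounds were pin-transferred onto Tsg101 binding domain (10 uM final) in HEPES pH 7.5 buffer, then FITC-PTAP peptide was added at 50 nM final. After 20 min at RT, polarization reported peptide displacement across a qHTS concentration series.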
Mito fusion act – blocks mitochondrial division or promotes mitochondrial fusion; S. cerevisiae fusion-defective mutant growth rescue, CellTiterGlo 48 h; Potency, µM (titrated, usually from 46.1 µM), without a hit: at the top dose growth rescue (activation), actives largely listed as activators; hit rate 0.23% among 320,000; AID 485298;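 note: potency is the fitted concentration of half-maximal effect; % of control where 0% means no effect; nearly all actives have a fitted effect of over 45% in size; temperature-sensitive fusion mutants such as fzo1-1 at 37 °C on non-fermentable ethanol glycerol medium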
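Compounds are tested for their ability to restore growth of mitochondrial fusion-defective yeast strains at non-permissive 37C in YPEG medium over 48 hours. Viability is quantified by luciferase luminescence.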
An asterisk follows results filed as active; u = inconclusive; x = not tested or not shown; [ ] = dose if it differs, or a comment. Unless noted, calls come from the whole dose curve; as a rule, active = well fitted curve in the direction sought with a large enough effect; inconclusive = small, poorly fitted or top-dose-only effect, or another doubt; inactive = no such curve, though single readings can be large; an effect the other way counts as inactive or inconclusive.

SMILES	ELG1 DNA repair	B2AR arrestin	USP2a block	Tb PFK inh	uPA surface inh	BCR signal inh	TCR act	Eya2 phos inh	TSHR antagonist	PTAP TSG101 blk	Mito fusion act
CCOC(=O)N1CCN(c2nc(-c3ccc(OC)cc3)no2)CC1	u	-0.2%	-1.1%	0.1%	x	-5.9%	0.2%	-16.3%	-7.0	3.3%	4.8%
O=C(CSC1=NCCS1)Nc1ccc(F)cc1	3.2%	-1.3%	4.8%	-0.4%	-12.7%	u	7.9%	-1.1%	-6.2	-5.5%	0.5%
CC(C)OC(=O)CC1C(=O)NCCN1C(=S)NC(=O)c1ccccc1Cl (stereo unspecified)	4.7%	0.5%	-1.7%	5.5%	-6.3%	4.1%	-13.5%	-2.7%	12.5	0.3%	3.3%
CCOC(=O)c1c(NC(=O)C2(C)Cc3ccccc3C(=O)O2)sc2c1CCCC2 (stereo unspecified)	u	3.0%	0.2%	-2.8%	1.7%	9.3%	2.3%[46.1 µM]	-8.4%	2.3	-0.1%	-6.6%
CCN1CCN(c2cc(C)nc(-c3ccccc3O)n2)CC1	-0.7%	0.0%	3.9%	1.4%	u	-23.2%	1.0%	4.0%	-6.0	-2.6%	0.9%
CCCOc1cccc(C2C(C(=O)c3ccco3)=C(O)C(=O)N2CCN(CC)CC)c1 (stereo unspecified)	-4.2%	0.2%	-0.1%	-0.5%	3.1%	2.5%	x	6.8%	-0.2	-3.5%	-1.7%
Cc1ccc(NC(=O)COC(=O)Cc2ccsc2)cc1S(=O)(=O)N(C)C	21.7%	-0.6%	-3.7%	-4.3%	-0.5%	-10.2%	0.1%	-2.3%	-0.5	-7.7%	5.2%
OCCN(Cc1ccccc1)C(=S)NC1CCCCC1	-6.9%	0.2%	-2.4%	6.6%	0.1%	-6.5%	4.6%	5.2%	-6.6	-3.3%	-19.7%
O=C(CSc1c2c(nc3cc(Cl)ccc13)CCCC2)NCCN1CCOCC1	-10.2%	0.4%	4.2%	-1.3%	-6.9%	0.8%	x	14.1%	6.3	-1.9%	4.1%
O=C(NCC1CCCCC1)C1CCCN(C(=O)NC2CCCCC2)C1 (stereo unspecified)	u	0.4%	-1.3%	-1.4%	-3.2%	-0.8%	-0.7%	5.0%	-1.3	0.1%	-1.9%
CCc1cc2c3c(c1)C1(C(=O)N3C(C)(C)C=C2C)C(C#N)=C(N)Oc2[nH]c(=O)[nH]c(=O)c21 (stereo unspecified)	u	-0.2%	-4.6%	-4.8%	0.5%	u	-1.1%	-2.7%	-1.8	0.0%	-5.2%
CC(=O)OC[C@]1(OC(C)=O)C[C@@]23CC[C@H]4[C@@](C)(CCC[C@@]4(C)C(=O)O)[C@@H]2CC[C@@H]1C3	2.6%	-0.6%	-1.0%	-9.1%	1.7%	0.2%	12.1%	4.4%	-0.9	-10.1%	9.8%
C=CCn1c(SCC(=O)Nc2ccc(NC(=O)c3ccco3)c(OC)c2)nnc1-c1ccncc1	-8.2%	2.6%	-0.3%	-6.4%	5.7%	-0.9%	6.7%	7.6%	3.4	-5.6%	0.2%
CCN(CC)c1ccc(/C=N/NC(=O)c2c(Cl)cnn2C)c(O)c1	u	-0.1%	-5.6%	0.4%	-15.3%	u	-1.7%[46.1 µM]	7.6%	11.7	-2.5%	2.8%
COc1ccc(C)cc1NC(=O)CNC(C)C(=O)Nc1cc(Cl)ccc1Cl (stereo unspecified)	u	0.2%	-4.8%	-0.2%	2.5%	-6.4%	2.4%	-6.2%	-7.3	-6.6%	4.2%
c1coc(-c2nn3c(Cn4nnc5ccccc54)nnc3s2)c1	13.3%	-0.4%	-0.4%	-23.0%	x	6.9%	-2.8%	9.4%	-1.2	-15.0%	5.4%
Cc1cccc(-c2nc(=S)c3c(o2)CCCC3)c1	u	0.2%	1.5%	2.8%	x	u	x	14.5%	-1.7	-4.7%	5.1%
Cc1cccc(C)c1OCC(=O)N/N=C/c1ccncc1	0.7%	-1.1%	0.5%	-1.3%	5.3%	3.1%	6.2%	4.6%	8.8	-13.7%	5.8%
CCc1ccccc1Cn1c(=O)oc2cccnc21	3.4%	0.5%	10.2%	14.7%	-8.9%	-0.2%	6.7%	8.6%	0.9	-1.8%	0.0%
Cc1cc(C)n(C(=O)/C(C#N)=N\Nc2ccccc2[N+](=O)[O-])n1	-0.7%	1.1%	1.0%	-6.3%	1.1%	-13.1%	-3.0%	13.6%	-12.1	-0.9%	u
Cc1cnc(C(=O)OCC(=O)N(C)CC(=O)Nc2ccccc2Cl)cn1	7.3%	-0.1%	0.6%	16.0%	3.9%	3.7%	-6.1%	2.8%	-3.9	-0.9%	-1.6%
Cn1c(N)c(C(=O)COC(=O)c2ccc(Br)o2)c(=O)n(C)c1=O	3.5%	-0.5%	-0.1%	-8.3%	-7.5%	u	-4.8%	-0.8%	14.1	-2.5%	-1.8%
CC1CCN(C(=O)COc2ccc(S(=O)(=O)N3CCCC3)cc2)CC1	1.3%	-0.2%	-0.7%	0.1%	-0.1%	7.7%	-0.2%	6.3%	-4.4	-9.1%	-3.7%
CCOCCCn1c(=S)[nH]c2cc(C(=O)NC3CCCCC3C)ccc2c1=O (stereo unspecified)	0.0%	0.1%	-0.8%	0.0%	-0.4%	3.1%	4.5%	3.3%	6.3	-1.8%	1.6%
CC(=O)N1CCN(Cc2nc3cc(NC(=O)Cn4nc(C)c5ccccc5c4=O)ccc3n2C)CC1	u	0.1%	3.4%	-2.5%	-2.6%	-4.5%	0.3%	26.8%	7.7	-2.0%	-2.3%
(next part)
SMILES	ELG1 DNA repair	B2AR arrestin	USP2a block	Tb PFK inh	uPA surface inh	BCR signal inh	TCR act	Eya2 phos inh	TSHR antagonist	PTAP TSG101 blk	Mito fusion act
NC(=O)NC(Cc1ccccc1)c1ccccc1 (stereo unspecified)	-1.1%	-1.4%	2.5%	-2.3%	x	0.3%	-4.1%	37.1%[15.4 µM]	-2.2	-3.6%	0.9%
COC(=O)c1sc(NC(=O)COc2c(C)cccc2C)nc1C	u	-0.2%	-5.0%	-21.6%	8.6%	u	-26.5%	-0.9%	9.2	-2.8%	16.6%
CC1(C(=O)O)CCC(C(=O)Nc2ccc(Cl)c(Cl)c2)C1(C)C (stereo unspecified)	-1.2%	-0.9%	-0.1%	1.5%	-20.0%	5.4%	x	9.3%	-5.9	-6.5%	1.0%
CCCC12CN3CCN(CC(C3)/C1=N\NC(=O)c1ccccc1N)C2	u	0.3%	2.8%	-2.8%	-6.1%	u	-0.8%[46.1 µM]	5.9%	2.9	0.7%	-1.9%
O=C(NCCCCO)c1ccc2c3c(cccc13)CC2	8.2%	-0.9%	5.0%	-0.1%	1.7%	5.0%	1.0%	0.0%	-7.5	-1.4%	2.2%
COCCSc1ccccc1C(=O)Nc1ccc2c(c1)OCO2	2.6%	-0.3%	4.2%	-6.4%	-3.9%	-2.9%	5.8%	0.7%	26.5	-2.7%	8.2%
Cc1cccc(N(CC(=O)NCCC2=CCCCC2)S(C)(=O)=O)c1C	2.1%	-0.1%	-0.2%	-5.5%	x	0.6%	-3.1%	-7.0%	-5.2	-1.8%	1.8%
O=C(COC(=O)CN1C(=O)c2ccccc2C1=O)Nc1cccc(F)c1	23.6%	0.2%	-0.2%	-5.1%	8.5%	u	-0.2%	-0.8%	-36.8	-0.2%	-4.3%
COc1ccccc1C(=O)Nc1nsc(-c2ccccc2)n1	u	0.0%	4.7%	1.6%	3.9%	u	8.0%	0.8%	-6.2	-2.4%	1.6%
COc1ccc(Oc2ccc(S(=O)(=O)N3CCCCC3)cc2S(=O)(=O)N2CCCCC2)cc1	0.0%	0.3%	-1.9%	0.0%	4.1%	-1.2%	-0.5%	-10.8%	0.0	-2.2%	-1.2%
Cc1ccc(N2C(=O)CC(NCc3ccc4c(c3)OCO4)C2=O)cc1Cl (stereo unspecified)	u	-0.3%	-0.6%	2.8%	-4.0%	-0.6%	2.6%	-10.9%	7.3	-6.4%	-10.0%
